# Assay outcomes (PubChem BioAssay)
# NCF1 inh – p47phox/p22phox peptide binding inhibitors, primary screen, biochemical, uHTS, NADPH oxidase regulatory subunit. fluorescence polarization, 2 h. 220,000 tested, 0.53% active. AID 1274, 2008. inhibition, % at 24.7 µM;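 active = inhibition above about 30%, limit read from the data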;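 note: 0% = p47phox with labelled peptide and 100% = labelled peptide alone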
# EP2 antag – human EP2 receptor antagonists, primary screen, TR-FRET cAMP, C6 glioma cells | C6 glioma cells expressing human EP2; cells stimulated with saturating PGE2 | inhibition, % at 25 µM | 260,000 tested, 0.52% active | AID 1422, 2008;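 active = percent inhibition above 40 after rounding to a whole number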;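 note: rat C6 glioma host cells with rolipram phosphodiesterase inhibitor present; the protocol text gives 20 µM as final concentration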
# Furin inhibitor – human furin inhibitors, primary screen, biochemical, fluorescence intensity; P09958; purified furin, fluorogenic substrate cleavage; inhibition, % at 30 µM; 220,000 tested, 0.061% active; in the data active = inhibition above about 25%; note: inactives centre near -15
# Ba/F3 V617F tox – reduced viability of JAK2V617F-dependent Ba/F3 cells, primary screen, JAK2V617F inhibitor project, cell-based, Ba/F3 EpoR-JAK2V617F, luminescence. AID 1446, 2008. inhibition, % at 5.6 µM. ATP luminescence. 220,000 tested, 1.1% active;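 active = inhibition above the campaign mean plus 3 SD over all tested compounds, cut at about 24% in these data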;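 note: cytokine-independent growth of Ba/F3 cells driven by EpoR plus mutant JAK2; 0% = DMSO-treated cells and 100% = JAK inhibitor I control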
# RBBP9 inhibitor – human RBBP9 inhibitors, primary screen, biochemical, fluorescence polarization, FP-Rh probe, HTS; Serine hydrolase RBBP9 (Homo sapiens), O75884; recombinant RBBP9; inhibition, % at 7.94 µM; 220,000 tested, 0.2% active;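 active = inhibition above the campaign mean of all tested compounds plus 3 SD, cut at about 14% in these data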;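 note: plate controls were DMSO wells with RBBP9 for no effect and wells lacking RBBP9 protein for full effect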
# Target sequence (O75884 whole entry, looked up): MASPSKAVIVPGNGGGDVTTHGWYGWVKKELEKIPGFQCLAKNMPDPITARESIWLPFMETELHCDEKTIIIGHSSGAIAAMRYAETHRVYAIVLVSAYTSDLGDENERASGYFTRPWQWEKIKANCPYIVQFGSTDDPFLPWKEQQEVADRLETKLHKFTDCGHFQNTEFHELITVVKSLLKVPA
#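 Test system – recombinant human RBBP9 · Input – RBBP9 2.5 µM in dispensing solution, pre-mixing · Medium – Tris buffer pH 8.0, NaCl, Pluronic · Schedule – preincubation 30 min plus labeling 45 min at 25 °C · Measured by – fluorescence polarization · Measure – % inhibition · Controls – DMSO and no-protein wells · Replicates – one well per compound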
# PPC-1+TRAIL kill – compounds killing PPC-1 cancer cells with TRAIL present, primary screen, TRAIL potentiator project, ATPLite luminescence, uHTS | PPC-1 cells + TRAIL, ATPLite viability luminescence | cell killing (% activity), % at 4 µM | 220,000 tested, 0.41% active;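 active = cell killing above 50% in the first pass at 4 µM, then a duplicate retest at 5 µM averaging 50% or more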;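 note: plate controls were cells with TRAIL plus DMSO for no effect and medium-only wells lacking cells for full effect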
# BaF3 parental – parental Ba/F3 cell viability inhibition, counter-screen for JAK2V617F inhibitor project, murine pro-B, CellTiter-Glo luminescence; CellTiter-Glo ATP luminescence; AID 1486, 2009; inhibition, % at 5.6 µM; 220,000 tested, 1.1% active;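 active = inhibition above a per-campaign cutoff, the mean inhibition of all tested compounds plus 3 SD, cut at about 27% in these data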;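 note: 0% = DMSO wells and 100% = JAK Inhibitor I control wells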
# p97 inhibitor – inhibitors of human p97 ATPase, primary screen, biochemical | AID 1481, 2009 | inhibition, % at 8 µM | recombinant p97 ATPase, Kinase-Glo ATP luminescence, 3 h | 220,000 tested, 0.42% active | Transitional endoplasmic reticulum ATPase (Homo sapiens), P55072; in the data active = inhibition above about 15%;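 note: 0% = DMSO vehicle and 100% = wells lacking enzyme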
# Target sequence (P55072 whole entry, looked up): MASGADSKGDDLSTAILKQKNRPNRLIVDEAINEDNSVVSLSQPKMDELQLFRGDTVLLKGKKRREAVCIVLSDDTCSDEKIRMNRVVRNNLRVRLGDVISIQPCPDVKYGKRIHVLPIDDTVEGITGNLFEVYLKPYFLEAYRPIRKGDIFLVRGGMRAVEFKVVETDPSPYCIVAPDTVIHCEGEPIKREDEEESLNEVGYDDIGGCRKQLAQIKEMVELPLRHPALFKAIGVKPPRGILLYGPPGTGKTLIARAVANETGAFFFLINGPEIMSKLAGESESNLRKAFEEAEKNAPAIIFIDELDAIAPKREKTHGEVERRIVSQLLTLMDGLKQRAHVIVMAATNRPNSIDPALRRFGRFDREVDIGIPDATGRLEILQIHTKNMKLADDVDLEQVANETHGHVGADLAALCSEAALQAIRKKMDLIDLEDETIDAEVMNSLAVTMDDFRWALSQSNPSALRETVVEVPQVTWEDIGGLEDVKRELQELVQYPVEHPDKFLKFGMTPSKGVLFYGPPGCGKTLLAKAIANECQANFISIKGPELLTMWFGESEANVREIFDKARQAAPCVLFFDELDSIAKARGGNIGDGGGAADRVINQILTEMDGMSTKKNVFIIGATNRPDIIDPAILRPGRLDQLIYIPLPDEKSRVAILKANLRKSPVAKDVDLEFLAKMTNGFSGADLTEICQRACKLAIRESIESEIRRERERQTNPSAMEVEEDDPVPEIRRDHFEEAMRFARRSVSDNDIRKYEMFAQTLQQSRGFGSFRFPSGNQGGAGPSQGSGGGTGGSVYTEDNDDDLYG
# TbHK1 inh – Trypanosoma brucei hexokinase 1 inhibitors, primary screen, biochemical, G6PDH-coupled NADH absorbance, MLSCN library; hexokinase 1 [Trypanosoma brucei]; recombinant TbHK1, G6PDH-coupled NADH A340; inhibition, % at 10 µM; 220,000 tested, 0.11% active; AID 1430, 2008;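 active = inhibition of 50% or more in the single-dose primary screen; inactive = inhibition below 50%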
# Active calls of the source: *; . = no result given; & = joins results of further samples; [ ] = remark or other dose. Some of the compounds tested; rates above refer to the full screens.
SMILES,NCF1 inh,EP2 antag,Furin inhibitor,Ba/F3 V617F tox,RBBP9 inhibitor,PPC-1+TRAIL kill,BaF3 parental,p97 inhibitor,TbHK1 inh
COc1cc(OC)cc(C(=O)N2CCC(N3CCN(c4ccccc4)CC3)CC2)c1,-13,9,-16,4,-1,3,5,-2,-1
CN1C(=O)C(CC(=O)Nc2ccc3c(c2)Cc2ccccc2-3)N(C)C1=O (stereo not given),-11,16,-17[20 µM],-1,2,9,5,2,4
COC(=O)c1ccccc1NC(=O)CSc1nccn1C,-19,13,-17,-6,3,6,-2,2,-2
Cc1ccc2nc(-c3cccc(NC(=O)c4ccco4)c3)[nH]c2c1,-57,30,-3[20 µM],11,-22,40,11,-7,3
O=C(CCN1CCN(c2ccccc2)CC1)Nc1nccs1,-1,5,-21[20 µM],-2,1,4,3,5,-3
N/C(=N\OC(=O)COc1ccccc1)c1ccncc1,-6,8,-2,3,-1,3,2,-3,-1
CC(C)C(=O)c1cn(CC(=O)N2CCCc3ccccc32)c2ccccc12,-3,6,-6[20 µM],-2,-4,20,1,-2,-3
O=C(O)c1nn2c(C(F)(F)F)cc(-c3cccs3)nc2c1Cl,-20,8,7,-1,-8,17,6,-1,5
CCCCNC(=S)Nc1ccc(SC(F)F)cc1,-5,6,-26,3,-9,2,4,-5,1
CCn1c(=O)n(CC)c2cc(S(=O)(=O)N3CCOCC3)ccc21,-7,4,-28[20 µM],-1,-9,-5,2,-5,-6
CCc1ccc(CN2C(=O)c3ccccc3C2C(=O)NCc2cccnc2)cc1 (stereo not given),-3,2,-17,2,-1,-34,4,-3,0
COc1ccc(-n2ncc3c(NCC(C)C)ncnc32)cc1,-3,12,-23,-2,-11,27,3,4,-4

# Grouped by structure: the entries above containing four or more nitrogen atoms (2)
SMILES,NCF1 inh,EP2 antag,Furin inhibitor,Ba/F3 V617F tox,RBBP9 inhibitor,PPC-1+TRAIL kill,BaF3 parental,p97 inhibitor,TbHK1 inh
O=C(CCN1CCN(c2ccccc2)CC1)Nc1nccs1,-1,5,-21[20 µM],-2,1,4,3,5,-3
COc1ccc(-n2ncc3c(NCC(C)C)ncnc32)cc1,-3,12,-23,-2,-11,27,3,4,-4

# The listing continues.
SMILES,NCF1 inh,EP2 antag,Furin inhibitor,Ba/F3 V617F tox,RBBP9 inhibitor,PPC-1+TRAIL kill,BaF3 parental,p97 inhibitor,TbHK1 inh
CC1CC2=C(CC1/C=N/NC(N)=S)C(C)(C)CCC2 (stereo not given),-7,12,-18[20 µM],10,-8,14,13,-2,-5
Cc1ccc(O)c(NC(=O)c2noc3c2CCc2ccccc2-3)c1,-21,6,-16,1,-4,11,6,7,-13
CN(CCc1ccccn1)C(=S)Nc1ccc(Cl)c(Cl)c1,-6,3,-26,0,-5,6,6,2,-1
COc1ccccc1N=Nc1c(C)noc1C,0,7,-14,-4,-9,26,-2,3,-27
N#CC1=C2SCN(Cc3ccccc3)CN2C(=O)CC1c1ccc2c(c1)OCO2 (stereo not given),2,7,-17[20 µM],-3,-6,-2,-1,3,-8
CCOC(=O)c1c(CN2CCOCC2)n(-c2ccccc2)c2ccc(O)cc12,-11,3,-5,3,-7,36,0,-6,-3
O=C1C2CCCN2C(c2ccc(Cl)cc2)N1c1nccs1 (stereo not given),-2,4,-16[20 µM],-3,-3,15,0,4,6
CC(=O)Nc1ccc(OCc2cccc([N+](=O)[O-])c2)cc1,-1,6,-16,0,-6,6,2,-1,0
COc1cc(CCC(=O)Nc2ccc(Cl)c(C(F)(F)F)c2)cc(OC)c1OC,-6,17,-16,0,-2,3,6,2,1
C=C(C)CN(CC)C(=O)CC1C(=O)NCCN1CC(C)(C)C (stereo not given),12,9,-9,1,0,2,-5,0,-6
COc1cc2c(cc1OC)C(C1C(=O)CC(C)CC1=O)N(C(=O)CCl)CC2 (stereo not given),1,13,4,6,6,-14,11,-1,4
CC(C)OC(=O)c1cc(NC(=O)c2nn(C)cc2Br)cc(C(=O)OC(C)C)c1,-2,5,-28,-3,-6,17,-2,8,-2
COc1ccc(NC(=O)C2CCCN(S(=O)(=O)c3cnc[nH]3)C2)cc1 (stereo not given),-2,17,-35,0,2,17,2,8,-4
CCC(C)Cn1c(C)nc2ccccc21 (stereo not given),-12,9,-18[20 µM],-3,4,24,5,1,0
COc1ccc(C(=O)N2CCN(S(=O)(=O)c3ccc(F)cc3)CC2)cc1OC,0,8,-17,3,-6,6,8,-1,2
CCN(/N=C/c1ccc(N(C)C)cc1)c1nc2ccccc2[nH]1,-6,19,-14,-1,-10,13,2,-1,-5
Clc1ccc(N2COC3c4cccc5cccc(c45)C32)cc1 (stereo not given),0,0,-27[20 µM],-2,-8,0,3,-1,10
CCc1nc(SCC(=O)NNC(=O)c2ccc(OC)cc2)c2ccccc2n1,3,6,-18,-4,1,.,-2,3,-1
CCOC(=O)c1sc2nc(-c3ccccc3)ccc2c1N,-15,14,-24,-4,-7,58*,0,3,-3
CCOc1ccc(NC2=CC(=O)CC(c3ccco3)C2)cc1 (stereo not given),-4,10,-27,-2,-4,10,-3,6,-7
CCCCNC(=S)N1CCN(c2ccccc2Cl)CC1,-10,0,-22,-1,-4,-25,7,1,-3
C=CCc1cccc2cc(C(=O)Nc3ccc(F)cc3)c(=O)oc12,-9,9,-24,-2,-11,-6,3,1,6
O=C(Nc1ccc(Br)cn1)c1cccc(-c2cc3ccccc3oc2=O)c1,37*,6,-25,-3,-7,12,1,5,2
Cc1cc(NC(=O)COC(=O)C(Cc2ccccc2)NC(=O)c2ccco2)no1 (stereo not given),-22,7,-15,3,-5,-15,1,-4,-4
Cn1c(=O)c2c(ncn2Cc2cc(-c3ccccc3)no2)n(C)c1=O,-2,13,-17[20 µM],-2,0,0,5,-2,2
COc1ccc(Cl)cc1-c1nc(N)nc(NC2CCCCC2)n1,-7,11,-35,-3,-2,7,2,0,3
COc1ccc(N(C)S(=O)(=O)c2cccc3cccnc23)c(OC)c1,11,7,-17,-2,-6,16,7,0,35
Nc1nc(NCc2ccco2)nc(Nc2ccc(F)cc2)c1[N+](=O)[O-],-9,8,-15,-5,-3,0,1,4,-19
O=C(Cc1c[nH]c2ccccc12)OCCOC(=O)Cc1c[nH]c2ccccc12,-4,2,-27[20 µM],1,-6,17,3,-6,-6
CC(C)(C)N1C(=O)Cc2c1nc(N)c1c(N)nc(N3CCCCC3CO)c(C#N)c21 (stereo not given),-4,44*,-24,-2,7,-6,2,28*,-11
Cc1cccc(OCc2nnc(SCC(=O)N3CC(=O)Nc4ccccc43)o2)c1,0,-1,-22,-1,-2,10,1,4,1
CCN1CCN(Cc2oc(CO)cc(=O)c2O)CC1,-8,7,-23[20 µM],-2,1,3,1,3,-16
Cc1cccc(N2CCN(Cc3nc(C4CC4)no3)CC2)n1,-10,5,-22,-2,-9,-6,2,2,-7
CC(C)Oc1cccc(C(=O)NC(=S)NCc2cccnc2)c1,-116,9&16,-26,0,-2,6,3,-1,2
CCOC(=O)N1CCC(NC(=O)c2cc3c(-c4ccc(Cl)cc4)nn(C)c3s2)CC1,-1,19,-11,-3,-8,.,1,-7,-29
COc1ccccc1N(CC(O)CN(c1ccccc1)S(C)(=O)=O)S(=O)(=O)c1ccccc1 (stereo not given),-16,5,-12[20 µM],3,0,22,3,-2,4
CN(C)CC(C)(C)CNC(C(=O)Nc1ccc(Cl)cc1C(F)(F)F)c1ccccc1 (stereo not given),0,7,-12,2,-6,21,1,-1,1
Cc1ccc(NC(=O)C(=O)NCc2ccc(/C=N/NC(=O)c3c(C)nc4cc(C)ccn34)o2)cc1,27,7,-6,-1,-6,28,6,0,-36
CCOC(=O)N1CCN(C(=O)C(C)n2nc(C)n3c(cc4sccc43)c2=O)CC1 (stereo not given),2,5,-30,1,-4,-4,0,3,2
Cc1cn([C@H]2C=C[C@@H](CO)O2)c(=O)[nH]c1=O,3&-3,16&16,-11,-1&3,2&-5,7&12,4&-7,2&-2,7
COc1ccc(N(C(=O)CCC(=O)Nc2cc(C)on2)C(C(=O)NC2CCCC2)c2ccco2)cc1 (stereo not given),1,16,-12,3,-3,-7,5,-3,4
CN(CC(=O)Nc1ccc(S(=O)(=O)N(C)C)cc1)Cc1ccc(C(F)(F)F)cc1,-2,4,-21,1,-6,-7,7,2,0
O=C(CSc1nnc(Cc2ccccc2)n1-c1cccc(Cl)c1)NNC(=O)Cc1ccccc1,-5,11,-19,-2,-4,10,8,9,21
Cc1ccc(NC(=O)COC(=O)C(NS(=O)(=O)c2ccc(Cl)cc2)C(C)O)cc1C (stereo not given),-9,4,-13,-3,-6,-7,4,3,2
Cc1nc2ccccc2c2oc(C(=O)NCCN3CCCCC3C)cc12 (stereo not given),-18,11,-23,1,-6,4,8,4,-1
S=C(Nc1ccc2c(c1)OCO2)Nc1ccc2c(c1)OCO2,-9,10,-25,-2,-2,8,0,4,-4
O=C(c1ccc(COCC(F)(F)F)cc1)N1CCN(c2ccccn2)CC1,1,16,-27,3,-1,.,4,3,0
Cc1ccc(-c2nc3cc(NC(=O)C(C)C)ccc3o2)cc1C,-12,8,4[20 µM],-3,-5,22,3,5,-3

# 3 compounds picked at random from those above, as already listed:
SMILES,NCF1 inh,EP2 antag,Furin inhibitor,Ba/F3 V617F tox,RBBP9 inhibitor,PPC-1+TRAIL kill,BaF3 parental,p97 inhibitor,TbHK1 inh
Cc1cn([C@H]2C=C[C@@H](CO)O2)c(=O)[nH]c1=O,3&-3,16&16,-11,-1&3,2&-5,7&12,4&-7,2&-2,7
O=C(c1ccc(COCC(F)(F)F)cc1)N1CCN(c2ccccn2)CC1,1,16,-27,3,-1,.,4,3,0
CCOC(=O)N1CCN(C(=O)C(C)n2nc(C)n3c(cc4sccc43)c2=O)CC1 (stereo not given),2,5,-30,1,-4,-4,0,3,2

# (next part)
SMILES,NCF1 inh,EP2 antag,Furin inhibitor,Ba/F3 V617F tox,RBBP9 inhibitor,PPC-1+TRAIL kill,BaF3 parental,p97 inhibitor,TbHK1 inh
Nc1ncnc(N2CCc3ccccc32)c1[N+](=O)[O-],-4,5,-21,-2,-9,-11,-3,3,-6
O=C(CN1CCCCCC1)Nc1ccc(Oc2ccccc2)cc1,-5,15,-23,-2,-10,-3,1,-3,3
Nc1nc(-c2nonc2N)no1,-6,0,-27,1,-2,0,3,-3,-3
CC(=O)c1c(C(=O)O)c2ccccc2[nH]c1=O,-14,2,-16,-4,2,9,0,2,-14
COC(=O)Cn1cc(C(=O)c2ccco2)c2ccccc21,4,11&10,-18,-3,4,6,5,5,-25
Cc1nnc(SCC(=O)Nc2ccccc2F)n1Cc1ccco1,1,7,-15,2,-10,28,-2,-1,6
CN(C)c1ccnc(C(=O)O)c1,1,5,-30,0,5,6,6,2,-3
Cc1cc(NC(=O)CSC2=Nc3ccccc3C3=NC(Cc4ccccc4)C(=O)N23)n[nH]1 (stereo not given),-9,3,-14[20 µM],-3,-4,-6[5 µM],2,5,-16
O=C(O)c1cn(-c2ccc(F)cc2)c(=O)c2ccccc12,-3,8,-21,4,1,23,6,7,-8
Cn1c(=O)c2c(SCc3ccccc3)nc(-c3ccco3)nc2n(C)c1=O,-4,9,-20,-4,-6,8,-1,6,-4
